Bioassay records (PubChem BioAssay)
SNCA expr inhib: inhibitors of alpha-synuclein (SNCA) gene expression; HEK-293 SNCA-luciferase knock-in, luminescence, 24 h; Potency, µM (series often up to 57.2 µM), for the others: at the top dose activity change, negative = inhibition, usual class: inhibitors; actives 0.17% (n = 140,000);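 also: potency is read from the fitted curve at half-maximal effect; plate controls were DMSO cells for no effect and cell-free wells for full effect; nearly all actives have a fitted effect of over 45% in size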
HEK293 tox: cytotoxic compounds in HEK 293 cells | HEK 293 viability, ATP luminescence (CellTiter-Glo), 48-72 h | Potency, µM (highest dose often 115 µM), for the others: at the top dose activity change, negative = cytotoxicity, usual class: inhibitors | actives 6.6% (n = 94,000) | AID 1345083; also: potency is read from the fitted curve at half-maximal effect; nearly all actives have a fitted effect of over 60% in size
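Cytotoxicity was scored by loss of ATP-coupled luminescence (CellTiter-Glo) in HEK 293 cells. Compound treatment ran 48 or 72 hr at 37 degree Celsius, 5% CO2, 95% humidity.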
HEK293 viab: cell viability loss counter-screen | HEK-293-SNCA-luc viability, GF-AFC fluorescence, 24 h | Potency, µM (highest dose often 57.1 µM), for inactives: at the highest dose activity change, negative = cytotoxicity, usual class: cytotoxic | actives 0.12% (n = 150,000) | AID 1671193;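 also: potency is read from the fitted curve at half-maximal effect; 0% = DMSO-treated cells and -100% = medium-only wells without cells; nearly all actives have a fitted effect of over 30% in size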
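HEK-293-SNCA-luc cells (1500/well) plated 24 h, then exposed 24 h to a dilution series; GF-AFC added 30 min at 37C, fluorescence 405/540 nm; normalised to medium-only and DMSO wells, Hill fit.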
Luciferase inh: inhibitors of firefly (Photinus pyralis) luciferase | actives 2.5% (n = 76,000) | P08659 | Potency, µM (doses to about 115 µM), for inactives: top-dose activity change, negative = inhibition, most hits filed as inhibitors | purified P. pyralis luciferase, luminescence, biochemical; also: potency is read from the fitted curve at half-maximal effect; nearly all actives have a fitted effect of over 65% in size
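Inhibitors were tested against purified firefly luciferase in a biochemical, low-substrate format (both substrates at 10uM) and luminescence measured with a CCD imager.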
IP6K1 inh: IP6K1 kinase inhibition. Q92551. IP6K1 kinase, ADP-Glo luminescence, 2 h; hits give low values. activity change, % (series mostly up to about 58 µM). actives 0.81% (n = 140,000); in the data active = activity change below about -25%
Target sequence (Q92551 whole entry, looked up): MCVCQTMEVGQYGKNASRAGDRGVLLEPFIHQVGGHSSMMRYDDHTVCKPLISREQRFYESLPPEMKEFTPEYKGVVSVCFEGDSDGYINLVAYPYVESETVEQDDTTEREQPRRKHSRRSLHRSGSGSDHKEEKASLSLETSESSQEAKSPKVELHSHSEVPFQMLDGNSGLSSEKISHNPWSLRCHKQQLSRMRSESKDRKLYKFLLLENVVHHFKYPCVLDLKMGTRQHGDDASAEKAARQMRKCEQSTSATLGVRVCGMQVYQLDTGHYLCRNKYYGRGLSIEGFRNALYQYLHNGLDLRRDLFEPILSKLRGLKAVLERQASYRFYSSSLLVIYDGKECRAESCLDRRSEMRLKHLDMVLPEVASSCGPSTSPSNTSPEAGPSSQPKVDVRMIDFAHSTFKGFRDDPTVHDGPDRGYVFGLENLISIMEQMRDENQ
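ADP-Glo luminescence measures ADP made by human IP6K1 during a 2 h RT reaction with ATP/IP6 (mix at 1.3 mM/130 uM); top library doses 57.5 and 19.1 uM final.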
GPT2 inhibitor: blocks human glutamate pyruvate transaminase 2 | Q8TD30 | Recombinant GPT2, coupled pyruvate oxidase/HRP Amplex Red fluorescence | Potency, µM (titrated, usually from 57.7 µM), for inactives: top-dose activity change, negative = inhibition, actives largely listed as inhibitors | actives 0.25% (n = 100,000) | AID 1671188; also: potency is read from the fitted curve at half-maximal effect; nearly all actives have a fitted effect of over 60% in size; many of its hits are not listed in these tables
Target sequence (Q8TD30 whole entry, looked up): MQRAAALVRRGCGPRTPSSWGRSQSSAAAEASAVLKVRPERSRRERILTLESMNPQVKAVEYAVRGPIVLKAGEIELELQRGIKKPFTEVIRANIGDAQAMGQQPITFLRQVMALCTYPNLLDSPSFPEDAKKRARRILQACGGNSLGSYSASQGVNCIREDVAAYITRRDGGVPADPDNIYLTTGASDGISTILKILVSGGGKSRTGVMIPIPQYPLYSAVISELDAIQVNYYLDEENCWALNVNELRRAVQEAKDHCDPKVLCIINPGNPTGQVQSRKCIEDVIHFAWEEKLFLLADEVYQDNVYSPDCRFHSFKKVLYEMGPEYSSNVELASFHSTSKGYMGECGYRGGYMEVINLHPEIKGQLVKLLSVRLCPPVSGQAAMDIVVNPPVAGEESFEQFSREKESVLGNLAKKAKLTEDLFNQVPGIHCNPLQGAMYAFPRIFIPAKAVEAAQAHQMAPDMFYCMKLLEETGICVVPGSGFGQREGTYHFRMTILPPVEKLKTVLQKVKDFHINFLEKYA
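Recombinant GPT2 (10ng/uL) with 250uM a-KG and 2mM L-alanine, 30 min at room temperature, in HEPES pH 7.5 buffer. Pyruvate detected by pyruvate oxidase/HRP/Amplex Red fluorescence after 30 min in the dark; AOA (50uM) as positive control.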
3T3 cytotox: kills NIH 3T3 cells; actives 4.3% (n = 94,000); AID 1345082; NIH 3T3 viability, CellTiter-Glo ATP luminescence, 48-72 h; Potency, µM (doses to about 96.7 µM), inactives show top-dose activity change, negative = cytotoxicity, usual class: inhibitors; also: potency is read from the fitted curve at half-maximal effect; nearly all actives have a fitted effect of over 55% in size
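Mouse fibroblast NIH 3T3 cells, 400 per well, received compound via pintool and were incubated for 48 or 72 hr prior to CellTiter-Glo ATP luminescence measurement.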
* hit, by the source's call; i = inactive; ? = inconclusive; / = no result given; [ ] = dose if it differs, or a comment. Unless noted, calls follow the shape of the dose curve; as a rule, active = well fitted curve in the direction sought with a large enough effect; inconclusive = small, poorly fitted or top-dose-only effect, or another doubt; inactive = no such curve, though single readings can be large; an effect the other way counts as inactive or inconclusive. Unless noted, % is scaled to controls: 0 for no effect and ±100 for the full control effect. This is a subset; rates above refer to the full screens.

SMILES	SNCA expr inhib	HEK293 tox	HEK293 viab	Luciferase inh	IP6K1 inh	GPT2 inhibitor	3T3 cytotox
COc1ccccc1CN1C[C@@H](CO)[C@H](c2ccncc2)C1	9%	-7%	-27%	2%	-8	5%	-21%
Cc1ccsc1C(=O)N1CCC2(CC1)NC(=O)N(c1ccc(F)cc1)N2	-27%	?	11%	-2%	-6	-10%	-27%
CCCC(=O)Nc1cc(-c2ccncc2)nn1-c1ccccc1	-4%[87.6 µM]	-18%[172 µM]	-5%[87.6 µM]	/	8	i	-35%[138 µM]
CNC(=O)Nc1ccc(-c2nc(N3CC4CCC(C3)O4)c3cnn(C4CCC5(CC4)OCCO5)c3n2)cc1	-1%	/	-29%	/	/	-6%	/
Cc1nn(C(=O)CCC(=O)N2CCC(Cc3nncn3-c3ccccc3)CC2)c2ccccc12	?	-16%	5%	-2%	6	i	-10%
O=C(c1ccccn1)N1CCC(Cc2nncn2-c2ccccc2)CC1	-3%	-8%	-12%	5%	14	-13%	-12%
COCC(=O)NC[C@H]1CCN(Cc2ccccc2OC)C[C@H]1N(C)C	-13%	-6%	12%[12.5 µM]	-8%	-6	i	-9%
O=C1N(Cc2cccc(F)c2F)CCCC1(O)CN1CCN(CC2CCC2)CC1 (stereo not drawn)	-1%	-17%	3%	2%	-5	1%	-6%
CC[C@H]1OC(=O)[C@H](C)[C@@H](O[C@H]2C[C@@](C)(OC)[C@@H](O)[C@H](C)O2)C(C)[C@@H](O[C@@H]2O[C@H](C)C[C@H](N(C)C)[C@H]2O)[C@](C)(O)C[C@@H](C)CN(C)[C@H](C)[C@@H](O)[C@]1(C)O (stereo partly drawn)	/	/	21%	/	1	i	/
O=C(O)CCc1cc2ccoc2cc1O[C@@H]1O[C@H](CO[C@@H]2OC[C@](O)(CO)[C@H]2O)[C@@H](O)[C@H](O)[C@H]1O	/	/	9%[23.9 µM]	/	8	2%[27.3 µM]	/
O=C(C1CC1)N1C[C@@H](F)[C@@H](OCc2nc3ccccc3[nH]2)C1	29%[87.6 µM]	i	2%[87.6 µM]	-27%[172 µM]	-6	0%[88.5 µM]	1%[174 µM]
CCOc1cccc(C(=O)Nc2cc(-c3ccc(C)cc3)no2)c1	18%	/	-13%	/	-7	/	/
Cc1ccc2nc(-c3cccc(NC(=O)c4cccc5ccccc45)c3)oc2c1	13%	/	-4%	/	-4	/	/
C/C=C(\C)C(=O)O[C@@H]1[C@@H](C)[C@]2(O)[C@@H]3C=C(C)C(=O)[C@H]3CC(CO)=C[C@H]2C2C(C)(C)[C@@]21OC(=O)C(C)CC (stereo partly drawn)	/	/	9%[23.9 µM]	/	-3	i	/
NC(=O)N1CCCC(C(=O)NCCc2noc(-c3ccccc3)n2)C1 (stereo not drawn)	-13%	5%	2%	-4%	0	-6%	i
COc1ccccc1N1CCN(c2ncc3c(n2)CCN(Cc2ccccc2F)C3)CC1	-10%	/	2%	/	13	/	/
Cc1nc(CCN(C)C(=O)C2C3C(=O)N(C4CCCCCC4)C[C@@]34C=C[C@@H]2O4)no1 (stereo partly drawn)	2%	i	1%	11%	6	-2%[11.5 µM]	3%
O=C(NCCc1ccc(Cl)cc1)C1CCN(c2ncnc3c2nc2n3CCCCC2)CC1	7%	/	19%	/	-4	/	/
N#CCn1ccn2nc3c(c2c1=O)CCCC3	-7%	2%	2%	1%	4	i	i
c1ccc(-c2nnc3ccc(NC4CC4)nn23)nc1	?	-17%[230 µM]	-10%[87.6 µM]	8%[230 µM]	-7	-4%[88.5 µM]	?
O=C(c1ccc(F)cc1Cl)N1CCC(Cc2nc(-c3ccccc3)no2)CC1	-22%	?	-12%	-7%	8	-26%	?
CC(=O)Nc1ccc(C2(C(=O)N3CCN(c4ccccn4)CC3)CCCCC2)cc1	-4%	-28%	-4%	6%	-8	-22%	-27%
Cc1ccc(C(=O)NC[C@H]2O[C@@H](CC(=O)NC(C)C)[C@H](O)[C@@H]2O)cc1	-3%[87.6 µM]	i	5%[87.6 µM]	0%[172 µM]	2	-5%[88.5 µM]	2%[174 µM]
CCCNC(=O)N1CCC(c2ncc(C)n2Cc2ccc(F)cc2)C1 (stereo not drawn)	-14%	-10%	1%	/	17	i	-25%
Cc1nc(-c2ccc(F)cc2)n(Cc2cccc(C(F)(F)F)c2)c(=O)c1CCO	-6%	45µM*	6%	-7%	-6	-10%	?
COCC(=O)N1CCCC(C(=O)NCCc2noc(C3CCCC3)n2)C1 (stereo not drawn)	?	-28%	0%	-2%	28	-18%[11.5 µM]	-4%
Cc1cc(NC(=O)Cn2nc(C)n3cccc3c2=O)ccc1Br	7%	/	-1%	/	1	/	/
CCc1nc(CN2CCOc3c(O)cc(-c4nc(C)cnc4C)cc3C2)no1	-7%	4%	0%	10%	-10	i	i
O=C(Cn1c(=O)n(-c2ccccc2)c(=O)c2c3c(sc21)CCCC3)Nc1ccc(F)cc1	-9%	/	-3%	/	-14	/	/
COc1ccccc1CNC(=O)CCn1cnc2ccccc2c1=O	-22%	/	7%	/	37	/	/

Fetched by compound from the entries so far:
SMILES	SNCA expr inhib	HEK293 tox	HEK293 viab	Luciferase inh	IP6K1 inh	GPT2 inhibitor	3T3 cytotox
NC(=O)N1CCCC(C(=O)NCCc2noc(-c3ccccc3)n2)C1 (stereo not drawn)	-13%	5%	2%	-4%	0	-6%	i
CCc1nc(CN2CCOc3c(O)cc(-c4nc(C)cnc4C)cc3C2)no1	-7%	4%	0%	10%	-10	i	i
O=C(NCCc1ccc(Cl)cc1)C1CCN(c2ncnc3c2nc2n3CCCCC2)CC1	7%	/	19%	/	-4	/	/
Cc1nn(C(=O)CCC(=O)N2CCC(Cc3nncn3-c3ccccc3)CC2)c2ccccc12	?	-16%	5%	-2%	6	i	-10%

The listing picks up with the two entries that preceded the break.
SMILES	SNCA expr inhib	HEK293 tox	HEK293 viab	Luciferase inh	IP6K1 inh	GPT2 inhibitor	3T3 cytotox
O=C(Cn1c(=O)n(-c2ccccc2)c(=O)c2c3c(sc21)CCCC3)Nc1ccc(F)cc1	-9%	/	-3%	/	-14	/	/
COc1ccccc1CNC(=O)CCn1cnc2ccccc2c1=O	-22%	/	7%	/	37	/	/
CN1CCN(C(=O)C2CCCCN2Cc2ccc(-c3cccs3)cc2)CC1 (stereo not drawn)	-1%	?	3%	/	-1	i	?
CCC(C)NC(=O)CC1=CSC2=NC(C)=C(C(=O)Nc3ccccc3)C(c3cccc(C)c3)N12 (stereo not drawn)	?	?	1%	-4%	20	4%	-21%
CCN1c2cc(C(=O)NCc3ccccc3)ccc2C(=O)N2CCCCCC21 (stereo not drawn)	-5%	40µM*	11%[12.5 µM]	-8%	24	i	-24%
Cc1ccc(C)c(NC(=O)CSc2ncc(S(=O)(=O)c3ccc(C)c(Cl)c3)c(=O)[nH]2)c1	40%[activator]	/	-2%	/	1	/	/
CCn1ccc(C(=O)N2CCOc3ccc(CCC(N)=O)cc3C2)n1	47%[activator]	2%	-17%[12.5 µM]	-4%	4	2%	-13%
CC(=O)NCCCC(=O)N1CCC2(CC1)CC(N[S+](C)(=O)[O-])c1ccccc12 (stereo not drawn)	22%	i	5%	/	5	i	i
CN1CC2(CCN(Cc3cc(C#N)n(C)c3)CC2)CC(c2ccccc2)C1=O (stereo not drawn)	-14%	-5%	2%	5%	25	i[11.5 µM]	-3%
COc1cc(F)ccc1-c1nccc2c(=O)cc(-c3cccnc3)oc12	64%[activator][87.6 µM]	?	?	2%[172 µM]	-10	?	?
CC(=O)N1CCCC1c1nc2ccccc2n1Cc1ccc(F)cc1 (stereo not drawn)	8%	/	-9%	/	9	/	/
Cc1cnc(C2CC2)n1C1CCCN(C(=O)c2ccco2)C1 (stereo not drawn)	?	-15%	-16%	-1%	9	4%	-15%
CCC1(C(=O)NCc2ccc(F)cc2)CCCCC(=O)N1 (stereo not drawn)	0%	0%	-5%	0%	0	i	i
Cc1nc(-c2cccc(NC(=O)N[C@H](C)c3onc(C)c3C(=O)O)c2)no1	4%[87.6 µM]	i	3%[87.6 µM]	-6%[172 µM]	2	0%[88.5 µM]	-5%[174 µM]
O=C1Nc2ccccc2CC12CCN(Cc1ccccc1)C2 (stereo not drawn)	?	?	-1%[87.6 µM]	0%[172 µM]	1	i	-28%[138 µM]
Cc1noc([C@@H](C)NC(=O)Cc2ccccc2)c1C(=O)O	-21%[87.6 µM]	2%[230 µM]	7%[87.6 µM]	-5%[230 µM]	27	-9%[88.5 µM]	i
COCCNc1cc(-c2cc(C(F)(F)F)ccn2)c2cc[nH]c2n1	-12%	?	-8%	-13%	6	i	?
Cc1noc(-c2ccc(OC3CN(C(=O)CCc4ccccc4)C3)cc2)n1	-5%	?	6%	5%	6	i	?
Cc1ccc(-n2ncc3c(=O)n(Cc4ccccc4C)cnc32)cc1C	-9%	/	-4%	/	-22	/	/
CNS(=O)(=O)c1ccccc1Nc1nc(Nc2ccc(N3CCN(C)CC3)cc2OC)ncc1Br	/	/	?	/	6	?	/
COCCNC(=O)C[C@@H]1O[C@H](CNCc2cccc(Cl)c2)[C@@H](O)[C@H]1O	?	i	9%[87.6 µM]	-6%[172 µM]	13	i	4%[174 µM]
CCN(CC)c1nn2c(=O)c(C(=O)NCc3ccc(OC)cc3OC)cnc2s1	15%	/	7%	/	23	/	/
CCOc1ccc(CCNC(=O)c2cc(=O)[nH]c3ccc(S(=O)(=O)N4CCCCC4)cc23)cc1OCC	57%[activator]	/	3%	/	21	/	/
COc1ccc(C2(C(=O)N3CCCC(CN4CCCC4)CC3)CC2)cc1 (stereo not drawn)	-3%	3%	-1%	5%	-12	i	-5%
COCCNC(=O)C[C@@H]1C[C@@H](C(C)C)[C@H](CNS(=O)(=O)c2ccc(OC)cc2)C=C1C	5%	?	-8%	3%	-1	-5%	?
O=C(CCn1ccc2cc(S(=O)(=O)N3CCCC3)ccc21)NCc1ccccc1F	-2%	/	13%	/	28	/	/
O=C(NCC1CC1)c1cc2n(n1)CC(c1ccc3c(c1)OCO3)OC2 (stereo not drawn)	1%	?	-4%	-1%	11	4%	?
O=C(CCn1ccn2nc3c(c2c1=O)CCCC3)Nc1ccc2c(c1)OCO2	12%	?	-12%	?	34	i	-11%
O=C(Cn1ccc2ccccc21)Nc1ccc2c(c1)C(=O)N1CCC[C@H]1C(=O)N2	6%	-10%	-2%	-14%	-5	?	-24%
CCOC1CCOC2(CCN(C(=O)c3cccn3C)CC2)C1 (stereo not drawn)	?	i	7%	/	13	1%	2%
